From PubChem BioAssay
TPT1 inh: Candida albicans TPT1 enzyme inhibitors, primary screen, biochemical, fluorescence polarization. tRNA 2'-phosphotransferase TPT1 (Candida albicans SC5314). recombinant caTPT1, FP RNA substrate dephosphorylation. inhibition, % at 5 µM. 300,000 compounds, 0.81% hits;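 active = inhibition above the mean of all tested compounds plus 3 SD, set per screening campaign, cut at about 24% in these data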;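 also: plate controls were DMSO alone for no effect and ferristatin control at 100 nM for full effect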
Fh CTSL1 inh: Fasciola hepatica cathepsin L1 inhibitors, primary screen, counter-screen for PFM18AAP inhibitor project, biochemical, QFRET, fluorogenic peptide substrate | 300,000 compounds, 0.49% hits | recombinant F. hepatica cathepsin L1, Z-Leu-Arg-MCA fluorescence | AID 1906, 2009 | inhibition, % at 5.96 µM;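 active = inhibition above the mean of all tested compounds plus 3 SD, set per screening campaign, cut at about 17% in these data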;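 also: 0% = plate median of test compound wells and 100% = 1 µM Z-Phe-Ala-diazomethylketone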
Efflux pump inh: inhibitors of Candida efflux pumps in yeast, primary screen, S. cerevisiae, Nile Red, multiplex; S. cerevisiae Candida pump triplex; inhibition, % at 10 µM; 330,000 compounds, 0.44% hits; AID 485275, 2010;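 active = plate passing quality check with inhibition over a set limit, or well fluorescence over plate mean plus 4 SD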;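 also: Nile Red retained in pooled yeast measured as flow cytometry median fluorescence; 0% = buffer negative control and 100% = Enniatin B positive control; higher means more Nile Red kept so more efflux inhibition; some compounds called inactive have numbers as strong as hits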
HCV core dimer: inhibitors of HCV core protein dimerization, primary screen, biochemical, TR-FRET, high-throughput. 300,000 compounds, 0.33% hits. inhibition, % at 5 µM. TR-FRET GST/Flag-core106 dimerization, 1536-well;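 active = inhibition above the mean of all tested compounds plus 3 SD, set per screening campaign, cut at about 45% in these data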
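System: GST/Flag-tagged HCV core106 proteins. Incubation: compound-protein-antibody incubation 4 h at 22.5 °C. Technique: HTRF with 340 nm excitation, 617/671 nm emission. Medium: KF-containing HEPES buffer, pH 7.45, DTT, CHAPS, BSA. Read-out: inhibition (%) from 671 over 617 nm ratio. Also added: Eu(K)-anti-GST 90 ng/mL plus XL665-anti-Flag 1 µg/mL.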
PREPL inh: PREPL enzyme inhibitors, primary screen, biochemical, fluorescence polarization. AID 2751, 2010. inhibition, % at 5.96 µM. recombinant PREPL, fluorescence polarization activity-based probe. 320,000 compounds, 0.68% hits; in the data active = inhibition above about 43%;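 also: 0% = enzyme with DMSO and 100% = wells lacking enzyme; many of its hits are not listed in these tables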
PP1 counter: PP1-alpha phosphatase inhibitors, primary screen, counter-screen for PP5 inhibitor project, biochemical, fluorescence, OMFP substrate, single point; purified PP1alpha; inhibition, % at 6.7 µM; 320,000 compounds, 0.9% hits;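 active = inhibition above the mean inhibition of all tested compounds plus 3 SD, computed separately for each screening campaign, cut at about 15% in these data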
Target sequence (P62136 whole entry, looked up): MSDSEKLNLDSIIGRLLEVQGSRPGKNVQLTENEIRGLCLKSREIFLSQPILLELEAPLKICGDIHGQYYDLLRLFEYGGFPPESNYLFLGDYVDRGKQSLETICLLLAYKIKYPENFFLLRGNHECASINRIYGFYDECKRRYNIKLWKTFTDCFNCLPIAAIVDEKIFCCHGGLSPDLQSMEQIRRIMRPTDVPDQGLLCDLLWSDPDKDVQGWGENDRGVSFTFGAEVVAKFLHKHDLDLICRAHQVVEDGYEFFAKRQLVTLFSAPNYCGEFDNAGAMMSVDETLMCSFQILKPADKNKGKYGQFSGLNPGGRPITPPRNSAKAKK
ZTA counter: blocks Epstein-Barr virus ZTA, an EBNA-1 counter-screen; P03206; ZTA-DNA binding, fluorescence polarization; inhibition, % at 11 µM; 320,000 compounds, 0.15% hits; in the data active = inhibition above about 33%
Target sequence (P03206 whole entry, looked up): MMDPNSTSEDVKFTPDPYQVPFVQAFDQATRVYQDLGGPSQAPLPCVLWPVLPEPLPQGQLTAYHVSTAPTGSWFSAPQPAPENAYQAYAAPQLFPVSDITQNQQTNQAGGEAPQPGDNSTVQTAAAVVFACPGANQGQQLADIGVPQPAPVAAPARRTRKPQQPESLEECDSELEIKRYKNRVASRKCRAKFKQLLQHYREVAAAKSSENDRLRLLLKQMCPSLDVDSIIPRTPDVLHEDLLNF
EBNA-1 inh: EBNA-1 DNA-binding inhibitors, primary screen, biochemical, fluorescence polarization. 300,000 compounds, 0.34% hits. inhibition, % at 14.8 µM; in the data active = inhibition above about 28%
PP5 primary: PP5 phosphatase inhibitors, primary screen, biochemical, fluorescence; purified PP5c, OMFP substrate fluorescence; inhibition, % at 6.7 µM; 320,000 compounds, 0.18% hits;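 active = inhibition above the campaign's mean inhibition across all tested compounds plus 3 SD, cut at about 9.5% in these data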;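 also: 0% = DMSO only and 100% = 100 µM cantharidin control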
Target sequence (P53041 whole entry, looked up): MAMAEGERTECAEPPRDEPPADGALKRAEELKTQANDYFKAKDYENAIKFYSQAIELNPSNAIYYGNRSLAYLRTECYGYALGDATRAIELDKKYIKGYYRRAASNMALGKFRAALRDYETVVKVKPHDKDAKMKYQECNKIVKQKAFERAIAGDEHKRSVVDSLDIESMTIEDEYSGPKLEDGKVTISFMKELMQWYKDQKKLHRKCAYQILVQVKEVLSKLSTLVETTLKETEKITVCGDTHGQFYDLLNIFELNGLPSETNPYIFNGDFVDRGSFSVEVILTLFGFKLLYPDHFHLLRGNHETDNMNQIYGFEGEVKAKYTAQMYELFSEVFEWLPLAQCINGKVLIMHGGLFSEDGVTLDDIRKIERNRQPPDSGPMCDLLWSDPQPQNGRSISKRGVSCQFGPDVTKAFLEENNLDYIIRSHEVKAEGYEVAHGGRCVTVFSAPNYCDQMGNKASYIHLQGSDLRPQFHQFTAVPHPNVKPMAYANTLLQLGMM
Numbers without * were called inactive; · = not tested or not shown. Only part of the results is shown; count on the stated rates, not on these rows.

molecule	PREPL inh	PP1 counter	Efflux pump inh	EBNA-1 inh	HCV core dimer	PP5 primary	TPT1 inh	Fh CTSL1 inh	ZTA counter
CC(=O)c1c(C)[nH]c(C(=O)OCCCCN2C(=O)c3ccccc3C2=O)c1C	-6.1	-3.9	-0.1	5.2	0.6	1.0	0.2	-0.1	2.2
COc1ccc(CNC(=S)Nc2ccc(F)c(Cl)c2)cc1OC	7.8	-3.5	0.0	-9.6	-0.2	1.1	0.9	-2.9	-8.5
Cc1cccc(CCN(C(=O)c2csnn2)C(C(=O)NC2CCCC2)c2ccco2)c1 (centres undefined)	3.6	0.9	-0.1	-21.5	4.8	4.5	-0.9	-2.8	4.3
Clc1ccccc1OCCCCN1CCCCC1	5.0	-2.3	0.1	0.2	-5.0	4.4	-1.1	-1.7	7.5
CC(=NCCCn1ccnc1)c1c(O)n(Cc2ccccc2)c(=O)[nH]c1=O	5.5	-0.9	-0.2	3.7	0.0	-0.5	-0.7	-2.7	-2.9
O=C1CNC(=O)/C(=C/c2cccs2)N1	8.5	-2.7	0.1	-0.5	-6.5	3.0	-5.8	-2.9	-7.7
O=C(C1CCC(CNS(=O)(=O)c2ccccc2)CC1)N1CCCCC1 (centres undefined)	6.8	2.4	0.4	3.5	-1.8	9.9*	3.6	-1.2	2.8
CCCn1c(=O)c(C(=O)Nc2ccccc2C)c(O)c2ccccc21	2.8	-4.0	-0.1	11.9	5.7	0.0	-2.2	0.1	0.7

The list goes on.
molecule	PREPL inh	PP1 counter	Efflux pump inh	EBNA-1 inh	HCV core dimer	PP5 primary	TPT1 inh	Fh CTSL1 inh	ZTA counter
COc1ccc(Cl)cc1C(=O)Nc1cc(=O)n(C)c(=O)n1C	-3.9	-5.1	-0.2	-8.8	7.3	1.9	-1.9	-0.1	-0.7
COc1ccccc1N1CCN(CC(=O)c2ccc(F)cc2)CC1	13.1	-3.3	0.4	-3.4	-3.7	-0.3	5.0	4.7	-11.3
O=[N+]([O-])c1ccc(Oc2ccc(S(=O)(=O)Nc3ccccc3)cc2)cc1	-18.5	1.1	-0.3	11.6	9.4	-2.4	1.3	-0.7	10.9
CC1Oc2ccccc2N(Cc2ccccc2Cl)C1=O (centres undefined)	-8.8	-5.9	0.3	0.7	-0.5	5.5	-1.1	-1.0	1.8
COC(=O)c1cc(NC(=O)c2c(-c3ccccc3)noc2C)ccc1N1CCOCC1	2.5	1.6	-0.2	-1.4	-3.8	-1.7	0.1	1.5	-2.1
O=C(c1ccc(N2CCCS2(=O)=O)cc1)N1CCN(c2ccccc2)CC1	-5.9	-1.5	0.1	8.2	7.5	-0.6	-0.6	-1.5	7.6
CCS(=O)(=O)NCc1ccc2c(c1)cc(C)n2C	14.3	-1.7	0.0	0.1	14.2	-0.2	0.0	-2.0	13.9
COc1ccc(C(=O)N/N=C/C2CC=CCC2)cc1OC (centres undefined)	13.1	-1.1	0.1	-13.4	-3.6	-0.1	1.7	0.9	-3.4

More compounds
molecule	PREPL inh	PP1 counter	Efflux pump inh	EBNA-1 inh	HCV core dimer	PP5 primary	TPT1 inh	Fh CTSL1 inh	ZTA counter
COC(=O)COc1cccc2c(=O)n(CC(=O)Nc3ccc4c(c3)OCCO4)ccc12	1.6	2.2	0.5	-17.0	0.9	-5.1	-2.3	4.7	-16.9
COc1cccc2sc3ccc(C#Cc4ccc(N)cc4)cc3c(=O)c12	20.4	-3.4	0.1	-0.2	9.9	3.5	1.9	-3.0	-2.2
Clc1cccc(Cl)c1C[n+]1ccc2ccccc2c1	3.7	-3.2	0.4	6.8	-2.1	-1.3	8.4	-0.3	8.1
C/C(=N/NC(N)=S)c1cc2ccc(O)cc2oc1=O	18.2	-2.0	0.2	-7.4	-3.3	-0.6	24.7*	20.0*	4.7
CC1(C)CC2CC(C)(CN2C(=S)NC(=O)c2ccccc2Cl)C1 (centres undefined)	-3.4	-0.9	-0.1	-1.7	0.0	-0.3	-1.9	0.7	0.1
CCc1cc(CNC(=O)CCc2nnc(CCCc3ccccc3)o2)on1	-11.1	-3.2	0.1	2.2	0.2	0.2	-0.2	-0.2	-0.4
COc1cc(NC(=O)c2ccc3c(=O)n(Cc4ccco4)c(=S)[nH]c3c2)cc(OC)c1OC	6.0	5.9	-0.1	3.8	16.8	0.7	-4.0	-2.5	13.8
CC(CNC(=O)CCCn1ncn2c(cc3occc32)c1=O)c1ccccc1 (centres undefined)	-1.9	-1.1	0.1	-17.0	-3.9	1.1	3.3	7.8	-3.6

Continued:
molecule	PREPL inh	PP1 counter	Efflux pump inh	EBNA-1 inh	HCV core dimer	PP5 primary	TPT1 inh	Fh CTSL1 inh	ZTA counter
O=C(O)c1ccccc1Sc1ncnc2sccc12	8.0	-3.1	0.0	6.1	1.9	0.5	-1.1	-1.8	6.2
CC1CCCC(NC(=O)CNCc2ccccc2F)C1C (centres undefined)	-5.2	-1.7	0.0	7.2	4.8	-0.3	-2.0	0.5	0.8
O=C(NCc1ccccc1)Nc1cccn(Cc2ccccc2F)c1=O	-3.4	2.8	0.0	10.2	3.6	0.7	0.2	-4.3	-10.2
CCOC(=O)c1ccc(NC(=S)NCCCn2ccnc2)cc1	-12.2	2.8	0.0	10.1	-2.8	0.7	0.1	-2.3	5.2
O=C(Nc1ccc(Cl)cc1C(F)(F)F)C(Sc1cccc[n+]1[O-])c1ccccc1 (centres undefined)	-10.2	-6.4	0.0	7.7	-0.8	0.2	-1.0	-0.9	21.9
COc1cccc(N2CCN(CC(=O)Nc3ccc(S(=O)(=O)N4CCCCCC4)cc3)CC2)c1	15.5	0.9	0.3	·	·	3.2	·	·	9.6
COc1ccc(C2Nc3ccccc3NC3=C2C(=O)CC(C)(C)C3)cc1OC (centres undefined)	18.5	0.3	0.0	-8.6	-10.7	2.6	-5.2	5.2	-13.1
Cc1ccc(OCCC(=O)OCC(=O)Nc2ccc(F)cc2)cc1	1.9	-5.7	-0.1	0.0	-1.0	2.3	0.2	-8.7	-14.7

Continued:
molecule	PREPL inh	PP1 counter	Efflux pump inh	EBNA-1 inh	HCV core dimer	PP5 primary	TPT1 inh	Fh CTSL1 inh	ZTA counter
Cc1ccc(-c2nc(CSCC(=O)N3CCCC3)c(C)o2)cc1	1.5	-1.0	-0.1	-8.3	3.1	-0.6	-3.5	-2.4	9.1
Cc1[nH]nc(-c2ccc(O)c(C)c2O)c1Oc1ccccc1	9.8	3.5	0.0	-2.7	-4.2	6.0	-2.6	-7.2	-13.7
Cc1ccc(S(=O)(=O)CNC(=O)c2ccccc2)cc1	-5.1	-3.2	0.0	-6.8	-0.6	2.5	-6.1	35.9*	-9.7
COCCNC(=O)c1sc2ncn(CC(=O)N3CCCCC3)c(=O)c2c1C	10.2	-4.5	1.8*	-16.3	2.4	1.8	-6.5	2.1	-10.5
C/C(=N/NC(=O)CNc1ccc(C)cc1)c1ccc(Cl)cc1	10.9	2.1	-0.1	-5.0	9.6	2.6	1.8	-1.5	-7.6
Cc1ccc(-n2c(SCC(=O)NCC3CCCO3)nc3c(c2=O)SCC3)cc1 (centres undefined)	5.0	-1.9	0.1	9.1	0.7	3.0	2.8	9.6	16.5
CC(NC(=O)c1cc2cc([N+](=O)[O-])ccc2oc1=O)C1CCCO1 (centres undefined)	4.5	-0.4	0.0	7.5	0.9	-2.0	2.9	-0.7	-2.1
CCOc1ccc(S(=O)(=O)N2CCN(C)CC2)cc1NC(=O)c1ccccc1F	7.6	-5.3	0.6	-5.6	-10.5	2.3	0.3	1.3	7.7

Additional structures.
molecule	PREPL inh	PP1 counter	Efflux pump inh	EBNA-1 inh	HCV core dimer	PP5 primary	TPT1 inh	Fh CTSL1 inh	ZTA counter
O=C1c2ccccc2C(=O)c2c1cccc2N1CCCC1	37.5	0.4	0.2	8.1	-20.9	5.7	-6.1	5.5	8.3
O=c1c(Cc2ccc(Cl)cc2Cl)c(O)ccn1Cc1ccncc1	0.5	2.0	0.0	-7.6	-3.1	-0.6	-1.2	-2.2	-19.6
Cn1c2ccccc2c(=O)c2cc(C#Cc3ccc(N)cc3)ccc21	24.9	-1.9	-0.2	1.9	13.2	0.6	-0.1	1.7	12.0
O=C(Nc1ccc(-n2ccnc2P(=O)(O)c2ccccc2)cc1)c1ccccc1Cl	1.5	9.3	-0.3	-10.7	-2.6	0.2	-1.7	6.3	-3.0
CSc1nnc2c(n1)OC=Nc1ccc(Br)cc1-2	16.8	-2.6	0.0	-10.2	1.3	0.6	-3.1	3.3	-0.2
O=c1nc2n(c3ccc(Br)cc13)CCS2	-5.0	-0.5	0.0	9.2	5.6	-4.0	-4.7	-1.4	8.0
CC1CC(C)CN(C(=O)C2CCN(S(=O)(=O)N3CCC4(CC3)OCCO4)CC2)C1 (centres undefined)	10.5	-1.8	-0.2	10.0	-10.0	-1.3	-2.5	1.7	-1.1
CCCc1cc(=O)[nH]c(SCC(=O)c2cc(C)n(C(C)COC)c2C)n1 (centres undefined)	18.5	-0.9	-0.2	1.4	0.5	0.1	-2.4	-0.6	-3.7

One compound at a time, from the list above. Values in the order: PREPL inh | PP1 counter | Efflux pump inh | EBNA-1 inh | HCV core dimer | PP5 primary | TPT1 inh | Fh CTSL1 inh | ZTA counter
`O=c1c(Cc2ccc(Cl)cc2Cl)c(O)ccn1Cc1ccncc1` in the list: 0.5 | 2.0 | 0.0 | -7.6 | -3.1 | -0.6 | -1.2 | -2.2 | -19.6
`O=c1nc2n(c3ccc(Br)cc13)CCS2` in the list: -5.0 | -0.5 | 0.0 | 9.2 | 5.6 | -4.0 | -4.7 | -1.4 | 8.0

Next records
molecule	PREPL inh	PP1 counter	Efflux pump inh	EBNA-1 inh	HCV core dimer	PP5 primary	TPT1 inh	Fh CTSL1 inh	ZTA counter
CC1Nc2ncnc(N3CCc4ccccc4C3)c2N(Cc2ccc(Cl)cc2)C1=O (centres undefined)	-22.9	13.6	·	2.5	28.6	0.9	11.6	-4.7	-0.2
Fc1ccc(-c2nc(-c3cccs3)[nH]c2-c2ccc(F)cc2)cc1	6.0	2.3	0.1	6.9	2.0	2.9	2.6	0.5	9.6
Cc1cc(NC(=O)CSc2nc3ccccc3n2CC(=O)N2CCCCC2)no1	3.4	-5.1	-0.1	-2.6	-0.4	2.6	-0.2	3.8	-5.2
COc1ccc(S(=O)(=O)n2cnc(C)c2)cc1	4.4	-2.0	0.4	-20.5	-2.1	1.4	-0.9	-0.5	-12.5
COc1ccc(N=C2SC(CC(=O)Nc3ccccc3)C(=O)N2CC2CCCO2)cc1 (centres undefined)	19.6	-0.4	-0.1	6.7	4.8	1.3	0.5	1.9	0.8
CN(C)C(CNC(=O)c1cc(S(=O)(=O)N(C)c2ccccc2)ccc1Cl)c1cccs1 (centres undefined)	7.4	-5.8	-0.1	6.6	2.1	-1.5	0.3	-0.2	1.8
Nc1ncc(Br)cc1S(=O)(=O)NCCC(=O)Nc1cccc(Cl)c1	-8.5	0.1	0.0	-8.8	1.2	4.1	0.9	-1.2	-11.4
c1csc(Cc2nn3c(-c4ccncc4)nnc3s2)c1	18.1	-0.8	0.0	0.9	5.1	0.3	-1.4	-0.7	-1.0
O=C(Nc1ccc(S(=O)(=O)NCC2CCCO2)cc1)c1ccccc1 (centres undefined)	-10.4	2.5	-0.1	-0.7	-2.9	-3.2	-1.1	3.0	-14.1
Cc1ccccc1NC(=O)Cc1nc(COC(=O)c2cccnc2Cl)cs1	-1.8	-1.2	0.1	·	·	-0.6	·	·	2.4
CS(=O)(=O)N1CCC(C(=O)NCc2ccc3c(c2)OCO3)CC1	-5.9	-2.5	-0.1	3.7	-8.6	2.0	-3.0	-0.9	-10.2
